# KLF5 inhibitor – inhibitors of KLF5 expression; inhibition, % at 5 µM; AID 1700; DLD-1 KLF5 promoter-luciferase reporter, luminescence; hit rate 0.23% among 290,000;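 active = inhibition above a per-plate limit of that plate's mean compound inhibition plus 3 SD, cut at about 60% in these data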;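 also: 0% = DMSO wells and 100% = LY294002 at 200 µM; higher means less KLF5 promoter-driven luciferase light; inactives centre near -14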
# GSK3 alpha inh – blocks human GSK-3 alpha kinase. hit rate 0.1% among 320,000. ADP-Glo luminescence, 60 min. AID 2650. P49840. inhibition, % at 10 µM;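 in the data active = inhibition above about 50%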;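 also: GST-tagged GSK-3 alpha with peptide substrate and 25 µM ATP; 0% = DMSO neutral wells and 100% = GW8510 positive control wells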
# Target sequence (P49840 whole entry, looked up): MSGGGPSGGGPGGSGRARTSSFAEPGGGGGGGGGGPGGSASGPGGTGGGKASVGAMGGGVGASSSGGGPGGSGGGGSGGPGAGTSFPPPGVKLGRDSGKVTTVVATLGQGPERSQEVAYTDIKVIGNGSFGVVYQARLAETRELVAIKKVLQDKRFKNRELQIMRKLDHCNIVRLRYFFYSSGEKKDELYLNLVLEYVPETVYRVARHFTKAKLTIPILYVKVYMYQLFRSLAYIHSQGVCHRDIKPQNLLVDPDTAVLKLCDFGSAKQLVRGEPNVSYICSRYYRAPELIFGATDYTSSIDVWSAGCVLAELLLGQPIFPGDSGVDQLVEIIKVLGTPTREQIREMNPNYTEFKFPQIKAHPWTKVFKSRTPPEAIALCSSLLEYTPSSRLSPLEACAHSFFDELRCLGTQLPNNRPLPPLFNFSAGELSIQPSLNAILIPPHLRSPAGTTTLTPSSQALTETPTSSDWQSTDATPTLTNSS
# Dyrk1A ADPGlo – Dyrk1A (rat) kinase inhibition. Q63470. ADP-Glo luminescence, NFATc1 peptide. inhibition, % at 12.5 µM. hit rate 0.43% among 310,000. AID 504441; in the data active = inhibition above about 50%;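 also: plate controls were vehicle with enzyme for no effect and no enzyme for full effect; many of its hits are not listed in these tables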
# IEC-6 tox – kills IEC-6 intestinal cells in KLF5 counter-screen; inhibition, % at 5 µM; hit rate 0.78% among 290,000; IEC-6 cytotoxicity, luminescence viability; AID 1825; in the data active = inhibition above about 22%;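 also: 0% = plate median of test compound wells and 100% = cytotoxic reference compound wells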
# HSF1 inh – HSF1 inhibition; AID 2098; activity change, negative = inhibition, % at 7.5 µM (by protocol); hit rate 0.77% among 300,000; NIH3T3-HGL HSE-luciferase, MG132-induced, luminescence 8 h; active compounds read low;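 active = more than half of replicate wells show activity change below -50%, luminescence cut by over half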;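 also: luciferase reports HSF-1 transcriptional activity via heat shock element; 0% = median of DMSO wells and -100% = zero luminescence signal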
# HSP90 inh – HSP90 refolding inhibition in rabbit reticulocyte lysate. luciferase refolding luminescence, 3 h. hit rate 0.91% among 290,000. inhibition, % at 5.6 µM;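 active = inhibition above the screen-wide mean plus 3 SD, computed separately per campaign, cut at about 16% in these data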;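 also: 0% = DMSO wells and 100% = 60 µM geldanamycin wells; inhibitors lower the luminescence because luciferase stays unfolded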
# Platelet DG rel – modulates dense granule release in human platelets; human platelet-rich plasma, SFLLRN dense granule ATP release, luminescence; inhibition, %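 (compounds screened at 7.5 µM in platelet-rich plasma)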; hit rate 0.22% among 300,000;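 active = mean replicate score, as percent of positive control, at or above 50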
# GSK3B inh – blocks human GSK3beta kinase activity. activity score (negative = inhibition), % at 10 µM. hit rate 0.038% among 300,000. GST-GSK3beta kinase, ADP-Glo luminescence, 60 min; active compounds read low. AID 2097;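 active = more than half of replicate wells score below -50%, meaning over 50% inhibition versus plate controls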;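 also: 0% = median DMSO wells and -100% = median GW8510 positive control wells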
# Target sequence (P49841 whole entry, looked up): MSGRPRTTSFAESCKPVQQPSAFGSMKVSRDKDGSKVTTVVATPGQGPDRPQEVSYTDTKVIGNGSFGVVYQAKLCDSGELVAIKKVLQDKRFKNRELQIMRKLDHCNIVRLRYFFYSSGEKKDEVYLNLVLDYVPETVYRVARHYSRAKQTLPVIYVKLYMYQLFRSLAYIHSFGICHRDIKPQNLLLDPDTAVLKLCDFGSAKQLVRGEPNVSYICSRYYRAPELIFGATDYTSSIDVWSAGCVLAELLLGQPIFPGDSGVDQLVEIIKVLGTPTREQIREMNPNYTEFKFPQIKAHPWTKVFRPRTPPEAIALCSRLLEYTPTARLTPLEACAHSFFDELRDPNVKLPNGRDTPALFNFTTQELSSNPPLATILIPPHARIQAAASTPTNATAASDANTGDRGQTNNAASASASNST
#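 Test system: GST-tagged human GSK3beta kinase, cell-free; evaluation: activity score scaled between in-plate DMSO and GW8510 controls; measured by: ADP-Glo luminescence; incubation: 60 min reaction, RT; benchmarks: DMSO and 20 µM GW8510; reagent: peptide substrate plus 25 µM ATP (final); medium: Tris/MgCl2 kinase buffer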
# HSF1 activator – increases HSF-1 driven luciferase reporter signal; NIH3T3-HGL HSF-1 luciferase reporter, MG132, 8 h; 100% = twice DMSO control signal; activation, % at 9 µM; hit rate 1.7% among 300,000;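 active = mean replicate activation of at least 50% with a set share of replicates each reaching 50%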;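 also: 0% = median of the neutral control wells and 100% = twice that signal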
# aSyn UTR inh – MLPCN primary screen, SNCA 5' untranslated region; hit rate 0.82% among 300,000; inhibition, % (tested at 7.5 µM); AID 1813; alpha-synuclein 5'UTR reporter, inhibitor activity; in the data active = inhibition above about 60%;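 also: H4 neuroglioblastoma cells stably carrying SNCA 5'UTR luciferase fusion; 0% = DMSO wells and 100% = positive control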
# The depositor's hits bear a star; . = not tested or not shown. An excerpt. The share of hits here may be higher or lower than overall.
SMILES,KLF5 inhibitor,GSK3 alpha inh,Dyrk1A ADPGlo,IEC-6 tox,HSF1 inh,HSP90 inh,Platelet DG rel,GSK3B inh,HSF1 activator,aSyn UTR inh
COc1cc2c(cc1OC)CN(CC(=O)NC(=O)NCc1ccco1)CC2,-20,3,12,0,2,9,0,0,-3,13
O=S(=O)(c1ccccc1)N1CCCC1c1nc2ccccc2s1 (stereo not drawn),-34,0,10,-1,-1,3,11,2,-13,0
COc1cc(C2C(C#N)=C(N)OC3=C2C(=O)CC(C)(C)C3)ccc1OCCN1CCOCC1 (stereo not drawn),-3,-2,11,-6,-4,4,0,0,-7,13
CC(C)(CO)NCC(O)Cn1cc(C=O)c2ccccc21 (stereo not drawn),-26,-2,0,2,-9,3,3,2,-4,-11
CC1c2cc3c(cc2CCN1C(=O)c1ccc(C(F)(F)F)cc1)OCCCO3 (stereo not drawn),-21,0,6,12,8,3,8,3,-15,38
O=C(CSc1nc2nc3c(cc2c(=O)n1-c1ccccc1)CCCC3)Nc1cccc2ccccc12,-20,-1,-5,-2,11,-2,2,2,10,-3
C=C(C)CNC(=S)Nc1cccc2cnccc12,-28,3,14,-4,-5,0,3,3,-19,24
CN(C)S(=O)(=O)c1ccc(C(=O)Nc2nc(-c3cc4ccccc4o3)cs2)cc1,-21,-2,5,4,-8,1,7,-1,11,-137
CC1(C)CC(=O)c2c(nc(SCC(=O)Nc3nsc(-c4ccccc4)n3)c(C#N)c2-c2ccccc2)C1,-26,1,-9,2,-1,-1,3,-3,9,74*
CCC(Oc1ccccc1)C(=O)NC1CCSC1=O (stereo not drawn),-36,-1,13,6,0,1,3,-2,6,-2
CCOc1cc(/C=C\c2nc(O)c([N+](=O)[O-])c(=O)[nH]2)ccc1OC(C)C,-5,-2,3,0,1,1,10,0,-16,-9
CN(CCc1ccccn1)S(=O)(=O)c1ccccc1F,-15,-2,6,-2,-1,0,0,-1,2,7
O=C1CC(C(=O)Nc2ccc(F)cc2)n2cnnc2N1 (stereo not drawn),-14,-1,5,3,-14,1,1,-2,-21,-7
CCOC(=O)N1CCN(C(=O)c2cc(OC)cc(OC)c2)CC1,9,-3,.,4,-10,1,15,2,-4,26
NC(=O)c1ccccc1NC(=O)C1CCCO1 (stereo not drawn),-40,-3,5,0,-4,1,3,-2,5,-1
CCOC(=O)c1c(NC(=O)c2ccc(S(=O)(=O)N(C)CC3CCCO3)cc2)sc2c1CC(C)(C)NC2(C)C (stereo not drawn),-21,0,-2,-6,4,1,12,0,11,1
O=C(OCc1ccc(Cl)cc1Cl)c1cccnc1Cl,-15,-3,5,-2,-1,2,-3,3,1,-2
COc1ccc(NS(=O)(=O)c2cc(NC(=O)/C=C/c3cc(OC)c(OC)c(OC)c3)ccc2N2CCCCC2)cc1,4,0,0,4,4,0,1,0,-17,-2
CC1CCC(NC(=O)CNC(=O)c2cccs2)CC1 (stereo not drawn),-124,-2,-3,-2,11,0,-1,1,13,-88
CCOC(=O)c1ccccc1C(=O)N1CCOCCOCCOCC1,-2,-2,4,-6,-3,-2,-3,3,2,7
CCC1CCCCN1CCCn1c(=S)[nH]c2ccccc2c1=O (stereo not drawn),-7,-1,-1,2,-4,12,0,1,5,7
CCCN1CCC(NCC(C)c2ccccc2)CC1 (stereo not drawn),-20,0,3,3,-1,-3,-2,-3,-1,-6
COc1ccccc1NS(=O)(=O)c1ccc(O)c(C(=O)OCC(=O)N2c3ccccc3CC2C)c1 (stereo not drawn),15,.,-4,-2,-1,7,-20,1,-8,-3
Cc1ccc(-n2c(O)c(C=NC3CCS(=O)(=O)C3)c3ccccc3c2=O)cc1 (stereo not drawn),-12,3,9,2,-3,2,8,-4,-4,-12
Cc1ccc(CS(=O)(=O)Cc2ccc(C(=O)NC3CC3)o2)cc1,-27,0,-5,0,5,1,-4,0,5,-6
CN(CCc1ccccn1)C(=O)c1cccnc1Oc1ccc(Cl)cc1,-22,-2,.,-3,5,9,-10,0,17,11
CCCn1c(N)c(N(CCOC)C(=O)Cc2ccc(S(=O)(=O)N3CCOCC3)s2)c(=O)[nH]c1=O,.,-2,1,.,-1,.,-6,1,0,3
CCOC(=O)Cc1csc(NC(=O)CSc2nnnn2-c2ccc(CC)cc2)n1,-9,2,5,-8,-3,0,-1,0,-4,5
Cc1noc(C)c1S(=O)(=O)Nc1ccc(C(=O)O)cc1,-5,-4,-1,1,-11,-1,-39,-1,-1,0
Cc1n[nH]c(C)c1Sc1ccccc1N,1,-1,-3,-7,-3,1,-1,0,-1,-2

# Looked up by structure from the list above (four):
SMILES,KLF5 inhibitor,GSK3 alpha inh,Dyrk1A ADPGlo,IEC-6 tox,HSF1 inh,HSP90 inh,Platelet DG rel,GSK3B inh,HSF1 activator,aSyn UTR inh
CCOC(=O)c1ccccc1C(=O)N1CCOCCOCCOCC1,-2,-2,4,-6,-3,-2,-3,3,2,7
COc1cc(C2C(C#N)=C(N)OC3=C2C(=O)CC(C)(C)C3)ccc1OCCN1CCOCC1 (stereo not drawn),-3,-2,11,-6,-4,4,0,0,-7,13
CCC(Oc1ccccc1)C(=O)NC1CCSC1=O (stereo not drawn),-36,-1,13,6,0,1,3,-2,6,-2
CCOC(=O)Cc1csc(NC(=O)CSc2nnnn2-c2ccc(CC)cc2)n1,-9,2,5,-8,-3,0,-1,0,-4,5

# Later entries:
SMILES,KLF5 inhibitor,GSK3 alpha inh,Dyrk1A ADPGlo,IEC-6 tox,HSF1 inh,HSP90 inh,Platelet DG rel,GSK3B inh,HSF1 activator,aSyn UTR inh
O=C1c2ccccc2C(=O)N1CCc1nc(-c2ccc(Cl)cc2)no1,-39,1,2,3,8,-4,0,4,6,11
O=C(OCc1ccccc1)C1=NNC2C(=O)N(Cc3ccccc3)C(=O)C12 (stereo not drawn),-22,2,-3,-1,-7,0,5,2,-2,-6
O=C(CN(Cc1ccc(Cl)cc1)C(=O)CNS(=O)(=O)c1ccc(F)cc1)NCC1CCCO1 (stereo not drawn),-5,1,-6,1,0,1,7,2,3,-2
CCOC(=O)c1cc(CC)sc1NC(=O)COC(=O)c1cc[n+]([O-])cc1,-22,-1,-1,-4,1,0,5,6,1,17
Cc1cc(=O)oc2cc(OCC(=O)OCC(=O)Nc3ccccc3F)ccc12,-28,2,-3,-2,-7,-6,2,4,-20,0
Cc1cc(OC(=O)c2ccco2)c(Sc2ccccc2[N+](=O)[O-])c(=O)o1,-19,.,2,-3,.,2,.,.,.,.
COc1ccc(CN2CCN(c3ccccc3OC)CC2)cc1OC,-2,-2,8,-2,-3,-4,6,0,-13,20
COCCNC(=O)C1CCCN(c2ncccn2)C1 (stereo not drawn),14,-1,6,1,0,-1,-3,2,-7,12
C=CCOc1c(CNn2cn[nH]c2=S)cccc1OC,-13,-4,1,-2,-2,3,5,2,-3,6
Cc1ccccc1Nc1sc(C(=O)Nc2cccc(Cl)c2)c(N)c1C(N)=O,-12,.,-5,-4,.,4,16,1,.,-8
COc1ccc(OC)c(-n2nnnc2SCC(=O)NCc2ccc3c(c2)OCO3)c1,0,0,11,5,-72*,-2,22,-1,-77,25
COc1ccc(C(=O)C(Sc2nnc(C)c(=O)[nH]2)c2ccc(OC)cc2)cc1 (stereo not drawn),-47,-7,2,2,7,-2,-16,4,13,-2
O=C(CSc1nnc(Nc2ccccc2)s1)NCc1cccs1,-2,-3,4,-2,4,-2,3,-4,16,-2
COc1ccc(CNc2oc(-c3ccccc3)nc2C#N)cc1,-8,0,7,5,27,-5,4,1,41,-12
Cc1ccc(S(=O)(=O)N2CCC(Oc3ccc(-n4cnnn4)cc3)CC2)cc1,-15,-2,-7,4,-4,2,-3,0,-21,21
COc1cccc(CNS(=O)(=O)c2ccc3c(c2)CC(C)N3C(=O)C2CCC2)c1 (stereo not drawn),5,-4,-3,4,4,-5,2,5,5,-8
Cn1c(N)c(S(=O)(=O)N2CCN(c3ccccc3F)CC2)c(=O)n(C)c1=O,-18,-2,-1,-4,1,-6,-6,3,2,23
Cc1ccc(C(=O)N/N=C\c2cc3c(cc2Br)OCO3)s1,-24,-3,1,0,-3,2,9,-2,18,-11
CC(=O)/C(N=Nc1ccc(SC(F)F)cc1)=C(\C)O,-2,-6,12,3,5,1,0,1,25,-55
O=C(CCCC(=O)N(CC(=O)NC1CCCCC1)c1ccccc1F)Nc1ccccn1,-16,-1,-7,1,3,-2,-14,1,4,13
Cc1ccc(S(=O)(=O)NCCc2ccc(S(N)(=O)=O)cc2)cc1,-16,-2,-1,0,-7,11,-6,-2,-1,13
C=CCn1c(SCC(=O)Nc2ccc(-c3nc4ccc(C)cc4s3)cc2)nnc1-c1ccncc1,-29,-1,0,4,7,6,-14,-4,7,-99
C=CCOc1c(Br)cc(/C=N/O)cc1OCC,-9,3,4,2,-4,-4,15,0,16,40
Cc1cc(Cl)c2oc(C(=O)N(C)C3CCOC3)c(C)c2c1 (stereo not drawn),-49,-4,5,-4,27,-3,7,5,32,-108
COc1ccccc1-c1c(C)nn2c(N3CCC4(CC3)OCCO4)cc(C)nc12,-7,0,3,2,-3,1,-2,3,-5,-11
O=C(COc1ccc(F)cc1)N(Cc1cccc(Br)c1)C1CCS(=O)(=O)C1 (stereo not drawn),-12,-8,-4,4,-1,-2,8,1,21,13
Cc1ccc(S(=O)(=O)CCNC(=O)Cc2ccccc2)cc1,-17,2,-6,-1,-11,3,2,-4,-7,-20
CC/C(C)=N/NC(=O)c1[nH]c2ccc(C)cc2c1-c1ccccc1,7,0,14,6,-15,4,9,0,-7,15
CCOc1ccc(N(CC(=O)NC2CCCCC2)S(=O)(=O)c2ccc(C)cc2)cc1,-13,0,-5,-1,15,-1,5,0,24,12
CCN(CC)CCN1C2=C(C(=O)CC(C)(C)C2)C(c2cccc(F)c2)C2=C1CC(C)(C)CC2=O,-11,0,18,-1,-3,1,8,4,6,16
CC(=O)Nc1c(C(=O)c2ccc(F)cc2)oc2ccccc12,13,1,-5,-2,-1,-2,0,1,6,23
COc1ccc(-n2nc3c(c2NC(=O)COc2ccccc2)CS(=O)(=O)C3)cc1,3,-2,-2,-5,5,-5,0,-1,1,-76
COc1ccc(C2=NC(=O)NC2c2ccc(OC)cc2)cc1 (stereo not drawn),-19,-3,.,-4,10,4,-3,1,0,24
COc1ccc(-n2ncc3c(N4CCN(Cc5ccccc5)CC4)ncnc32)cc1,-13,2,1,1,-12,2,-4,5,13,-115
O=C(O)c1sc2cc(C(F)(F)F)cnc2c1-c1ccccc1,-9,-4,4,-4,-4,-3,-6,2,-4,16
Cc1cccc(OCCCCCN2CCOCC2)c1C,-30,-1,-7,-3,-4,-2,2,1,-5,1
Oc1ccccc1CN1CCCN(Cc2ccccc2O)C1,2,.,1,-6,3,1,-2,1,20,-12
CC(C)(C)c1ccc(C(=O)Nn2cnnc2)cc1,-1,-3,-5,-1,-2,-1,2,3,-7,-22
CCNc1ccc(C(=O)OCC(=O)N(Cc2ccccc2)C(C)(C)C)cc1[N+](=O)[O-],-14,0,-4,-7,0,2,0,3,-19,14
CCOc1ccc(C2C(C(=O)c3ccc(C)o3)=C(O)C(=O)N2CCCN(CC)CC)cc1 (stereo not drawn),-16,-3,-3,-4,-6,-3,1,-3,-11,19
C/C(=N/Nc1ccc(C)cc1)C1(C)N(O)C(C)(C)C(c2ccco2)=[N+]1[O-] (stereo not drawn),5,0,1,-2,12,-2,2,-3,13,-7

# Screening data (PubChem)
